# PfM18AAP inh = PfM18AAP inhibitors, malaria aminopeptidase, primary screen, biochemical, QFRET, recombinant enzyme; M18 aspartyl aminopeptidase (Plasmodium falciparum 3D7); H-Glu-NHMec fluorogenic cleavage; inhibition, % at 7.35 µM; actives 1.2% (n = 290,000); AID 1822, 2009;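 active = inhibition above the campaign mean inhibition over all tested compounds plus 3 SD, cut at about 28% in these data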;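 note: 0% = plate median of test compound wells and 100% = 2 mM ZnCl2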
# MEKK3 PB1 HTS = modulators of MEKK3-MEK5 PB1 binding, primary screen, biochemical, wildtype MEKK3, multiplex bead flow cytometry, Alexa488-MEK5; actives 1.4% (n = 290,000); bead-based flow cytometry, Alexa488-MEK5 binding to MEKK3; actives lie on both sides; 0 = blocked by unlabeled MEK5, 100 = vehicle; binding response (% of control), % at 10 µM;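 active = binding response more than 3 SD above or below the average of its plate-row segment, actives on both sides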;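 note: Alexa488 bead fluorescence after subtracting the streptavidin-only scavenger bead signal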
# MEKK2 WT-MEK5 = modulators of MEK5 binding to wildtype MEKK2, primary screen, biochemical, multiplex bead flow cytometry, Alexa488-MEK5; Mitogen-activated protein kinase kinase kinase 2 (Homo sapiens), Q9Y2U5; Alexa488-MEK5 binding to MEKK2 WT; actives lie on both sides; binding response (% of control), % at 10 µM; actives 1.1% (n = 290,000); AID 1531, 2009; in the data active = binding response below about 67% or above about 130%
# MEKK2 mut-MEK5 = MEK5 binding signal on mutant MEKK2 PB1, primary screen, biochemical, multiplex bead flow cytometry, Alexa488-MEK5; Alexa488-MEK5 binding to MEKK2 mutant; percent response, % at 10 µM; actives 0.35% (n = 290,000); AID 1530, 2009; in the data active = percent response above about 24%, passing the limit was not always enough; note: inactives centre near 1; some results filed as inactive read as strong as hits; reference of the scale not given here
# IDE act = human IDE activators in live cells, primary screen, fluorescence polarization, HEK cells, FAbeta-B substrate; activation, % at 5.96 µM; actives 0.073% (n = 340,000); Insulin-degrading enzyme (Homo sapiens), P14735; AID 493087, 2011; FAbeta-B cleavage; 0% vehicle, 100% cell-free pure enzyme wells;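 active = activation above the mean of all tested compounds plus 3 SD, set per screening campaign, cut at about 17% in these data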
# Target sequence (P14735 whole entry, looked up): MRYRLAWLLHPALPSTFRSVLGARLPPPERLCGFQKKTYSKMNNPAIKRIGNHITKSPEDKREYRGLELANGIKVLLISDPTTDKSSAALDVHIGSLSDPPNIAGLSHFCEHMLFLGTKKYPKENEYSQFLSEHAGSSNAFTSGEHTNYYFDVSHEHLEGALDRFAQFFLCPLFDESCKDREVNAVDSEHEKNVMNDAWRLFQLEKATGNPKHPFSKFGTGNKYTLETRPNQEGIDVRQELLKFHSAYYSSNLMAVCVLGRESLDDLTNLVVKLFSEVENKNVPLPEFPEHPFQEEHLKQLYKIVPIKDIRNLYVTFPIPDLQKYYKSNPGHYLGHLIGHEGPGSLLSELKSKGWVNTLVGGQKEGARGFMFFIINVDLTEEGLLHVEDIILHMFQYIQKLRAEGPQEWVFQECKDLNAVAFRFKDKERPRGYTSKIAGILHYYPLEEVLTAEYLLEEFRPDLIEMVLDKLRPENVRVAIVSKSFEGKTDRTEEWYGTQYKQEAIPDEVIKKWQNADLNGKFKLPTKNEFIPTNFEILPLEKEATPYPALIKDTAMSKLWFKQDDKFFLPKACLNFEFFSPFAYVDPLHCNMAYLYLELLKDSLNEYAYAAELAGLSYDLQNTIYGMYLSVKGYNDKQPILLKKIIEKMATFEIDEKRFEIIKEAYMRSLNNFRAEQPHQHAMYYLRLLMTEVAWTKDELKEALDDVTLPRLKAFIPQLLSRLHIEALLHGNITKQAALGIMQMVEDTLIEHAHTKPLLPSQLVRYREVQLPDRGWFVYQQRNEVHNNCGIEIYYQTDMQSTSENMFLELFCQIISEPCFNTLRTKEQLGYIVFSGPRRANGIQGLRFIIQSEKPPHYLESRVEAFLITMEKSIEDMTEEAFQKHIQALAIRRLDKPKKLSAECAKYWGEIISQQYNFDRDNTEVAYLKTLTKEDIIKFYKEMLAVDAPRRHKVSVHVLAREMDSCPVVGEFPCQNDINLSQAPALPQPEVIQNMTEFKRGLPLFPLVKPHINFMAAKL
# NALP1 inh = NALP1 inflammasome inhibitors in reconstituted yeast, colorimetric, S. cerevisiae, triplicate retest. S. cerevisiae NALP1/ASC/caspase-1 growth, X-gal OD620, 72 h. inhibition, % at 10 µM. actives 0.61% (n = 280,000). AID 2071, 2009; in the data active = inhibition mostly above about 24%, no sharp cut-off; inactive = mostly below about 32%; note: some compounds called inactive have numbers as strong as hits
# p-CIP stab down = p/CIP-EGFP fusion destabilizers, primary screen, fluorescence, F442A cells | 16 h | actives 0.01% (n = 290,000) | decrease of EGFP signal, % at 10 µM | AID 1984, 2009;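 active = EGFP signal decrease of at least 30% at 10 µM or well 3 SD below plate mean, unless failing retest; inactive = the rest, including hits failing retest or dose response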; note: some compounds called inactive have numbers as strong as hits; many of its hits are not listed in these tables
# SUMO HTRF inh = inhibitors of in vitro SUMOylation cascade, primary screen, biochemical, HTRF, uHTS | HTRF SUMOylation assay, SAE1/SAE2 + UBC9 | SUMO-conjugating enzyme UBC9 (Homo sapiens), P63279 | AID 2006, 2009 | actives 0.36% (n = 290,000) | inhibition, % at 35 µM; in the data active = inhibition above about 50%, passing the limit was not always enough; note: strong numbers were not always called active
# IDE cell inh = human IDE inhibitors in live cells, primary screen, fluorescence polarization, HEK cells, FAbetaB substrate; Insulin-degrading enzyme (Homo sapiens), P14735; FAbetaB cleavage; inhibition, % at 5.59 µM; actives 0.41% (n = 320,000);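 active = percent inhibition above the average of all tested compounds plus 3 SD, set per screening campaign, cut at about 16% in these data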;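 note: IDE supplied by intact live HEK cells; FP after avidin binding of uncleaved biotin substrate so inhibition keeps polarization high; 0% = DMSO wells and 100% = 60 µM reference IDE inhibitor Ii1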
# The depositor's hits bear a star; x = not tested or not shown; [ ] = remark or other dose.
SMILES,PfM18AAP inh,MEKK3 PB1 HTS,MEKK2 WT-MEK5,MEKK2 mut-MEK5,IDE act,NALP1 inh,p-CIP stab down,SUMO HTRF inh,IDE cell inh
COc1ccc(OCCn2cnc(Cl)c2Cl)cc1,1,93,100,-14,9,-1,2,10,15
Cc1cccc(NS(=O)(=O)c2cc(Cl)ccc2Cl)n1,1,97,92,-1,-3,26,-2,-2,0
COc1ccc(N2CC(O)=C(c3nc4ccccc4s3)C2=N)c(OC)c1,4,97,95,0,3,x,-7,-2,5
COC(=O)CCCC(=O)Nc1ccc(Cl)c(Cl)c1,-1,102,102,1,-4,12,-1,4,-2
N#CC1=C(N)N2C(=C(C#N)C13CCN(Cc1ccccc1)CC3)Nc1ccccc12,3,99,101,3,-6,28,-9,20,-2
Cc1c(NC(=S)N/N=C/c2ccc(N(C)C)cc2)c(=O)n(-c2ccccc2)n1C,19,127,107,0,1,20,-6,0,-2
Cn1c(C(=O)Nc2ccccc2)cc2sccc21,5,103,96,1,1,-4,-5,-7,9
Cc1cc(C)nc(/N=C(\NC(=O)C(C)(C)C)Nc2ccccc2)n1,2,98,102,-2,7,2,-6,5,-2
O=C(CC(C(=O)O)C1CCCO1)Nc1cccc(C(F)(F)F)c1 (stereo not given),1,98,98,-3,4,18,2,16,-2
CC1(c2nnc(Cc3ccccc3)o2)CC(c2ccc(C#N)cc2)=NO1 (stereo not given),x,102,103,1,5,x,x,x,3
COCCn1c(N)c(N(Cc2ccccc2)C(=O)C2=COCCO2)c(=O)[nH]c1=O,6,105,106,5,0,5,-2,-6,5
Cc1ccc(-c2[nH]n3c(=O)c4c(nc3c2C)CCCC4)cc1,7,102,94,1,2,14,-7,16,3
CCCC1CC(c2csc(N)n2)CCO1 (stereo not given),2,96,98,-6,4,-7,-4,30,6
Cc1cc(C)c(NC(=O)CSc2ccc(-c3cccnc3)nn2)c(C)c1,26,88,99,-2,4,-20,4,14,1
O=C(CCN1C(=O)c2ccncc2C1=O)Nc1ccc2c(c1)OCCO2,3,105,111,5,4,4,-11,-6,2
O=C(Nc1ccc(S(=O)(=O)Nc2ncccn2)cc1)c1ccc(N2CCCC2=O)cc1,-11,76,82,-8,1,x,-6,16,-4
Nc1cc(-c2ccc(Cl)cc2)nn1S(=O)(=O)c1cccc2nsnc12,8,104,110,3,4,13,-11,2,1
CN1CCN(CC(=O)NC23CC4CC(CC(C4)C2)C3)CC1,2,103,107,6,0,x,-8,32,-13
O=C(Nc1cnc2sccn2c1=O)c1ccccc1Cl,0,103,100,4,1,1,-10,12,-1
Cc1ccc(-c2nnn(C(C)C(=O)N3c4ccccc4CCc4ccccc43)n2)cc1 (stereo not given),-9,111,101,17,-2,4,-6,-2,3
Cc1c(N=NC2=C(O)CC(C)(C)CC2=O)cc2c(c1[N+](=O)[O-])C(C)(C)CC2(C)C,3,98,88,2,4,x,-3,5,5
COc1ccc(CN(C(=O)CCC(=O)N2CCCCC2)c2nccs2)cc1OC,-3,94,94,-4,3,8,-3,-1,1
CCNC(=O)C(=O)NCC(c1ccc2c(c1)OCO2)N1CCOCC1 (stereo not given),-9,101,102,4,6,-8,0,-7,7
CC(C)CN(C)Cc1c(C(=O)N2CCc3ccccc3C2)nc2ccc(Cl)cn12,1,89,106,9,-3,-12,-8,2,-1
CCOC(=O)c1cnn(-c2nc(C)cc(C)n2)c1N,-12,99,102,1,2,17,-12,9,-4

# Remaining list, next part:
SMILES,PfM18AAP inh,MEKK3 PB1 HTS,MEKK2 WT-MEK5,MEKK2 mut-MEK5,IDE act,NALP1 inh,p-CIP stab down,SUMO HTRF inh,IDE cell inh
Cc1nn(-c2ccccc2)cc1C(c1c(N)[nH]c(=S)[nH]c1=O)c1c(N)[nH]c(=S)[nH]c1=O,2,98,83,-11,3,-9,-9,16,4
Cn1c(N2CCCCC2)nc2c1c(=O)[nH]c(=O)n2C,-8,100,91,-7,3,-3,-18,2,4
CN(C)CCCC(=O)c1ccc2c(c1)OCO2,7,112,117,13,3,18,-2,21,2
COc1ccc(-c2nn(CCC#N)cc2/C=N/O)cc1,5,98,98,-2,4,-10,5,10,-2
CNc1nc(-c2c[nH]c3ccccc23)cs1,2,94,-4.0*[inhibitor],2,-5,22,10,6,-2
COc1ccc(NC(=O)c2coc(C)c2)cc1,-3,104,99,-4,5,8,6,5,0
Cc1ccc(NC(=O)CCC(=O)c2cccs2)cc1F,-14,103,100,1,1,23,-8,4,3
CCOC(=O)c1c(N)sc(C(=O)OCCOC)c1C,13,97,95,-1,-4,13,2,6,0
C(=C\c1ccccc1)/CSc1nnc(-c2ccccc2)n1Cc1ccco1,-28,101,96,-1,-7,20,-5,0,5
CCOc1ccccc1NC(=O)c1oc2ccccc2c1NC(=O)C1CCCO1 (stereo not given),9,105,102,11,-2,8,2,-25,5
CSc1ncccc1C(=O)Nc1nc2ccc(Oc3ccccc3)cc2s1,3,90,97,-1,-3,33,-2,21,3
CC(C)(O)C#Cc1ccc(CN2CCN(CCc3ccccc3)C(CCO)C2)s1 (stereo not given),1,110,109,-2,4,-8,-8,3,-4
COCC1CCCCN1C(=O)c1ccc2oc(CCc3ccccc3)nc2c1 (stereo not given),-7,96,95,-5,-4,15,2,-1,4
CCOC(=O)c1ccc(NS(=O)(=O)c2ccc3c(c2)oc(=O)n3C)cc1,-4,96,95,-1,-5,28,-8,6,2
Cc1cc(NC(=S)N(CCCN2CCN(C)CC2)Cc2ccco2)ccc1Cl,3,96,95,-4,1,-3,0,17,0
COc1cccc(C(=O)NCCNC(=O)c2ccco2)c1,0,100,98,-3,2,0,3,8,0
O=C(NCCN1CCOCC1)c1cc2ccccc2oc1=O,-7,105,107,1,0,26,-3,9,-1
C=Cn1cc[n+](CC(=O)c2ccc(Br)cc2)c1,1,109,112,5,1,-5,-4,9,-1
COc1cc2c(cc1OC)C(C)N(C(=O)C(NC(=O)c1ccccc1)C(C)C)CC2 (stereo not given),-11,99,99,0,4,10,-7,12,-4
COCCn1c(C)cc(C(=O)COC(=O)CCc2ccc(S(=O)(=O)N3CCOCC3)cc2)c1C,-1,100,99,-2,1,16,11,-6,3
CC1(C(=O)NCC2CC2)C=CC2(CCCCC2)N1C(=O)c1ccccc1 (stereo not given),-4,101,95,5,1,12,-3,9,4
CCOc1c(CNc2nnnn2C)cccc1OC,-4,102,101,2,1,-13,-2,12,0
CCCc1cc(=O)oc2c(C)c(OC(C)C(=O)NCCN3CCOCC3)ccc12 (stereo not given),2,99,100,1,3,22,3,x,5
CC(C)C(=O)NCCc1nc(-c2ccccc2Cl)no1,x,100,103,1,2,x,x,x,8
CC(=O)Nc1ccccc1C(=O)C(=O)O,2,102,100,2,-2,3,7,-3,-1

# Continued:
SMILES,PfM18AAP inh,MEKK3 PB1 HTS,MEKK2 WT-MEK5,MEKK2 mut-MEK5,IDE act,NALP1 inh,p-CIP stab down,SUMO HTRF inh,IDE cell inh
O=C(O)C12CC3CC(C1)CC(n1ncc(NCc4ccco4)c(Cl)c1=O)(C3)C2,1,101,97,2,0,-25,-2,-3,8
O=S(=O)(Nc1ncccn1)c1ccc(NC(=S)Nc2ccccc2Cl)cc1,-10,95,95,-5,8,5,11,10,2
Cc1ccc(-c2nnnn2CS(=O)(=O)c2ccccc2)cc1,3,96,94,-2,6,32,-9,0,-6
Cc1cc(NS(=O)(=O)c2ccc(NC(=O)c3ccoc3C)cc2)nc(C)n1,-5,102,103,3,3,6,-6,8,x
COc1cc(CCC(=O)Nc2nnc(C)s2)cc(OC)c1OC,-7,101,105,-3,-2,19,-1,-9,1
O=C(CN1CCN(S(=O)(=O)c2ccc(F)cc2)CC1)NC1CC1,2,101,103,4,2,6,0,9,2
O=C(NCCN1CCOCC1)c1ccc(CS(=O)(=O)c2c(Cl)cccc2Cl)o1,0,100,100,2,4,15,-1,-6,1
NS(=O)(=O)c1c(Sc2ccccc2C(=O)O)ccc2ccccc12,-1,109,105,2,3,12,0,9,0
CCn1nc(NS(=O)(=O)c2ccc([N+](=O)[O-])cc2)c2cc3cc(C)ccc3nc21,1,102,105,7,-4,-14,-5,-1,0
Cc1ccc2c(c1)c1c3n2CCCN(Cc2ccccc2)C3CCC1 (stereo not given),-5,97,113,3,6,17,-8,5,1
CCCCN(CC)C(=O)c1ccc(Cl)cc1,0,104,99,-1,5,-7,-9,3,1
CCOC(=O)c1nnc(-c2cccs2)nc1Oc1ccccc1C(=O)OC,10,101,104,2,2,3,-20,8,2
COC(=O)c1ccc(NC2(C#N)C(=O)Nc3ccccc32)cc1 (stereo not given),-5,98,100,-3,2,-3,-7,1,-1
CCOCCCNC(=O)CN1C(=O)CSc2cc(S(=O)(=O)N3CCCCCC3)ccc21,-7,x,x,x,3,-4,-7,-1,-5
CCOc1ccc2nc(SCC(=O)Nc3nonc3C)[nH]c2c1,2,103,100,-1,6,-4,-14,5,-4
Cc1ccccc1CN1CCN(CC(=O)NCc2ccccn2)C1=O,5,104,104,13,1,34,5,-4,-2
O=C1C2C3C=CC(C4CC34)C2C(=O)N1c1cc(Cl)ccn1 (stereo not given),9,110,102,5,7,x,-7,5,5
C=CCNC(=O)CN(c1ccc(F)cc1)S(=O)(=O)c1ccc(OC)cc1,2,108,107,11,5,x,10,-1,1
COc1ccc(-c2c[n+]3c(n2-c2c(C)n(C)n(-c4ccccc4)c2=O)CCCCC3)cc1,3,102,97,1,3,4,-8,17,-1
COC(=O)N/N=C/c1cc(C)n(-c2cccc3ccccc23)c1C,5,103,99,-2,2,21,3,0,-3
COC(=O)c1ccc(S(N)(=O)=O)o1,2,126,106,0,-2,18,3,4,2
COc1cc2nc(C3CCC3)n(N)c(=O)c2cc1OC,0,105,115,9,0,-11,-10,10,1
O=C1CCC(C(=O)OCc2ccccc2)N1 (stereo not given),-3,103,101,4,-1,-8,-5,14,-7
COc1ccccc1C(N)=S,-1,103,103,0,2,4,8,2,5
c1ccc2[nH]c(CCCCc3nc4ccccc4[nH]3)nc2c1,-2,96,101,2,1,3,3,18,4
COc1ccc2c(c1)OC(c1ccccc1)(C(F)(F)F)NC2=O (stereo not given),2,97,95,6,1,22,-20,-4,0
Nn1c(SCc2ccccc2)nc2ccccc21,6,100,98,1,2,22,-14,10,3
COc1cc(OC)cc(C(=O)NC(=S)NNC(=O)[C@H]2C[C@@H]2c2ccccc2)c1,24,97,93,-8,-5,1,-13,-51,8
COc1ccccc1NC(=O)CN1CCCCCC1,-10,105,107,2,2,18,-2,5,0

# Sorted by SMILES length (descending): some entries from above
SMILES,PfM18AAP inh,MEKK3 PB1 HTS,MEKK2 WT-MEK5,MEKK2 mut-MEK5,IDE act,NALP1 inh,p-CIP stab down,SUMO HTRF inh,IDE cell inh
O=C(O)C12CC3CC(C1)CC(n1ncc(NCc4ccco4)c(Cl)c1=O)(C3)C2,1,101,97,2,0,-25,-2,-3,8
CC1(C(=O)NCC2CC2)C=CC2(CCCCC2)N1C(=O)c1ccccc1 (stereo not given),-4,101,95,5,1,12,-3,9,4
Cc1cc(C)c(NC(=O)CSc2ccc(-c3cccnc3)nn2)c(C)c1,26,88,99,-2,4,-20,4,14,1
CC(C)C(=O)NCCc1nc(-c2ccccc2Cl)no1,x,100,103,1,2,x,x,x,8

# The list is partial; the hit share may differ from the screen's.
